Screening results: PubChem, several laboratories
M4 antag: CHRM4 antagonism in calcium assay. CHO-hM4 cells, ACh EC80, Fluo-8 calcium fluorescence. inhibition, % at 3 µM. P08173. actives 0.73% (n = 360,000);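 active means inhibition above its plate's cutoff, the mean inhibition of sample wells plus 3 SD, cut at about 27% in these data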;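 further: 0% = acetylcholine EC80 with DMSO and 100% = DMSO without agonist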
Target sequence (P08173 whole entry, looked up): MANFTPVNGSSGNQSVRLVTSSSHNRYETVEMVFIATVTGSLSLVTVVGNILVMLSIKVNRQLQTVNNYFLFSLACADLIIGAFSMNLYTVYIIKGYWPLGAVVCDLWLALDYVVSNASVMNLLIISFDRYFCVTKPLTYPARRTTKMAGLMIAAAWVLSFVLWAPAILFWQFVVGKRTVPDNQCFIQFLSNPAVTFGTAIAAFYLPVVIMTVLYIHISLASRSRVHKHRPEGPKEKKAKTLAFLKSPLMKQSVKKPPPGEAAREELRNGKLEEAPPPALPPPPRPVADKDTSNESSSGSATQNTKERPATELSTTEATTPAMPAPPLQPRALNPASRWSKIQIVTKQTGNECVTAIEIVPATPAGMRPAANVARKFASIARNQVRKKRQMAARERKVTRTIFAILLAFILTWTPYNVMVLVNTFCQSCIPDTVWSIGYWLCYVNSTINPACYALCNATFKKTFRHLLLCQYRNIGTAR
CHRM5 antagonist: antagonists of human muscarinic M5 receptor (CHRM5). actives 0.59% (n = 360,000). P08912. CHO-hM5 cells, Fluo-8 calcium fluorescence, ACh EC80. inhibition, % at 3 µM. AID 624040;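 active means inhibition above a per-plate cutoff, the mean of that plate's test compounds plus 3 SD, cut at about 27% in these data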;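 further: 0% = acetylcholine EC80 with DMSO and 100% = DMSO without agonist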
M5 ag: CHRM5 agonism in calcium assay; activation, % at 3 µM; CHO-K1 hM5 cells, Fluo-8 calcium fluorescence; 0% DMSO wells, 100% maximal acetylcholine response; actives 0.19% (n = 360,000); AID 624037; P08912;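 active means activation above the run's mean over test compounds plus 3 SD, cut at about 23% in these data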;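 further: signal is peak over basal fluorescence ratio across the kinetic read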
M5 PAM: potentiates acetylcholine response at human M5 receptor; P08912; CHO-K1 hM5, Fluo-8 calcium, ACh EC20 PAM; 0% = ACh EC20, 100% = ACh EC100; activation, % at 3 µM; actives 0.3% (n = 360,000); AID 624038;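 active means activation above the run cutoff, the mean activation of all test compounds plus 3 SD, cut at about 18% in these data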
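Measured by: Fluo-8 calcium fluorescence; material: human M5 receptor in CHO-K1 cells; schedule: Post-acetylcholine fluorescence recording 140 s; benchmarks: low control EC20 acetylcholine (0%), high control EC100 acetylcholine (100%); read-out: Max/basal fluorescence ratio as % of EC20–EC100 ACh window; compound: single dose, 3 µM nominal final test concentration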
M1 PAM: potentiates human M1 receptor response to acetylcholine | P11229 | CHO-K1 hM1, Fluo-8 calcium fluorescence, ACh EC20; 0% = ACh EC20, 100% = maximal ACh | activation, % at 3 µM | actives 0.088% (n = 360,000); in the data active means activation above about 19%, passing the limit was not always enough
Target sequence (P11229 whole entry, looked up): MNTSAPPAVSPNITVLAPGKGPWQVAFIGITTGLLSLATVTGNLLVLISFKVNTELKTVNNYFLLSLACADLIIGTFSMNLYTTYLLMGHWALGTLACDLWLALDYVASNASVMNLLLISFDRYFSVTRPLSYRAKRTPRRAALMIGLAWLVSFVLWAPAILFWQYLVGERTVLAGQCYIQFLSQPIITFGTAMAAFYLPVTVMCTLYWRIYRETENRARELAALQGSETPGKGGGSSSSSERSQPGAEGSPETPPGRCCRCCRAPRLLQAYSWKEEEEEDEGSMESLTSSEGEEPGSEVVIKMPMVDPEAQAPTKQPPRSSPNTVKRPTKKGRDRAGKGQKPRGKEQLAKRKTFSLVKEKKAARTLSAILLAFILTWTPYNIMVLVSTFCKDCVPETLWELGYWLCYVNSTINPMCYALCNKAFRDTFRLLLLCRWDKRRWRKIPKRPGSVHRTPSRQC
M4 PAM: positive allosteric modulators of human muscarinic M4 receptor. P08173. CHO-K1 hM4/Gqi5, Fluo-8 calcium fluorescence, ACh EC20; 0% = ACh EC20, 100% = maximal ACh. activation, % at 3 µM. actives 0.4% (n = 360,000). AID 624126;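 active means activation above its plate's cutoff, the mean activation of sample wells plus 3 SD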; further: some results filed as inactive read as strong as hits
CHRM4 agonist: CHRM4 agonism in calcium assay | P08173 | CHO-K1 hM4/Gqi5, Fluo-8 calcium fluorescence; vehicle 0%, full acetylcholine response 100% | activation, % at 3 µM | actives 0.14% (n = 360,000);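 active means activation above the run mean over all test wells plus 3 SD, cut at about 32% in these data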;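 further: peak over basal fluorescence ratio per well then scaled between controls; 0% = DMSO wells and 100% = acetylcholine at EC100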
CRFBP-R2 agonist: CRF-BP/CRF-R2 complex agonism. HEK293 CRF-R2/CRF-BP, calcium dye fluorescence (FLIPR); percent of saturating CRF peptide response. activation, % at 13.2 µM. actives 0.46% (n = 350,000). AID 588473;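 active means activation of at least 50%, plus an integration ratio under a set limit after plate pattern correction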;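 further: plate controls were neutral control wells without compound for no effect and CRF at EC100 for full effect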
CRFR2-BP antag: blocks CRF-induced signaling of the CRF-BP/CRF-R2 complex; HEK293 CRF-R2/CRF-BP, CRF-induced calcium fluorescence; inhibition, % at 11.8 µM; actives 0.59% (n = 350,000); AID 588475;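 active means inhibition of the ligand-induced calcium signal above about 50% at the single tested concentration, limit read from the data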
Numbers without * were called inactive.

For O=C(CCNC(=O)c1ccco1)Nc1cccc(Br)c1 the results were M4 antag -16.8, CHRM5 antagonist -4.3, M5 ag -2.0, M5 PAM 5.9, M1 PAM 2.9, M4 PAM 4.5, CHRM4 agonist 2.7, CRFBP-R2 agonist 1.3 and CRFR2-BP antag -25.4.
`CCOC(=O)N1CCN(S(=O)(=O)N2CCCC(C(=O)NCc3ccc(OC)cc3)C2)CC1` (stereo not drawn) gave M4 antag -4.5, CHRM5 antagonist 13.9, M5 ag -4.4, M5 PAM -1.3, M1 PAM 7.1, M4 PAM 6.8, CHRM4 agonist 1.7, CRFBP-R2 agonist -1.2 and CRFR2-BP antag 9.1.
Screening NC(=O)C[n+]1cccc(C(=O)Nc2ccccc2)c1 returned M4 antag 1.1, CHRM5 antagonist -3.4, M5 ag 8.0, M5 PAM -0.3, M1 PAM -0.6, M4 PAM -0.2, CHRM4 agonist 0.7, CRFBP-R2 agonist 0.4 and CRFR2-BP antag 6.7.
For CCOC(=O)N1CCC(NC(=O)C(Cc2ccccc2)NC(=O)C2CCCCC2)CC1 (stereo not drawn) the results were M4 antag -5.8, CHRM5 antagonist -6.8, M5 ag 4.4, M5 PAM 2.2, M1 PAM 12.8, M4 PAM 12.7, CHRM4 agonist 0.5, CRFBP-R2 agonist 0.2 and CRFR2-BP antag -1.8.
Screening Cc1occc1C(=O)Nc1cc(C(C)(C)C)on1 returned M4 antag 5.5, CHRM5 antagonist 10.2, M5 ag -1.1, M5 PAM -7.8, M1 PAM -7.1, M4 PAM -10.6, CHRM4 agonist -0.9, CRFBP-R2 agonist -3.2 and CRFR2-BP antag -2.5.
`CN(C)S(=O)(=O)c1ccc(C(=O)NCC2(N3CCCCC3)CCCCC2)cc1` gave M4 antag -5.1, CHRM5 antagonist 7.1, M5 ag -7.7, M5 PAM 0.1, M1 PAM 1.3, M4 PAM -8.4, CHRM4 agonist 0.6, CRFBP-R2 agonist 2.2 and CRFR2-BP antag -42.9.
`O=C(O)CCCNc1c(C(=O)Nc2ccc(Cl)cc2)cc([N+](=O)[O-])cc1[N+](=O)[O-]` gave M4 antag 5.3, CHRM5 antagonist 2.0, M5 ag -1.2, M5 PAM -1.4, M1 PAM 11.7, M4 PAM -3.4, CHRM4 agonist 1.2, CRFBP-R2 agonist -1.6 and CRFR2-BP antag -1.5.
CC(=O)Nc1ccc(NC(=O)CSc2nnc(-c3ccc(NS(C)(=O)=O)cc3)n2C)cc1C was read as M4 antag 1.7, CHRM5 antagonist 2.5, M5 ag -1.5, M5 PAM 4.0, M1 PAM 5.0, M4 PAM 0.9, CHRM4 agonist -0.3, CRFBP-R2 agonist 0.7 and CRFR2-BP antag 6.3.
`CC1CCCCN1C(=O)CSc1nc(N)nc(N)n1` (stereo not drawn) gave M4 antag -6.1, CHRM5 antagonist 10.4, M5 ag -0.3, M5 PAM -3.5, M1 PAM 8.6, M4 PAM 26.0*, CHRM4 agonist 1.1, CRFBP-R2 agonist 1.9 and CRFR2-BP antag -14.2.
CSc1ccc(/C=N/N(C)S(=O)(=O)c2ccc(C)cc2)cc1 was read as M4 antag -0.9, CHRM5 antagonist 9.0, M5 ag -2.8, M5 PAM -8.4, M1 PAM -7.1, M4 PAM -3.1, CHRM4 agonist 1.9, CRFBP-R2 agonist -3.7 and CRFR2-BP antag 26.5.
For Oc1ccccc1C=NCCN1CCN(CCN=Cc2ccccc2O)C1c1ccccc1O (stereo not drawn) the results were M4 antag -3.5, CHRM5 antagonist 6.9, M5 ag 8.1, M5 PAM 7.0, M1 PAM 2.5, M4 PAM 0.6, CHRM4 agonist 0.9, CRFBP-R2 agonist -4.7 and CRFR2-BP antag 66.2*.
For CCN1CCN(CC2COc3ccccc3O2)CC1 (stereo not drawn) the results were M4 antag 2.1, CHRM5 antagonist 2.6, M5 ag -6.2, M5 PAM 2.7, M1 PAM 3.2, M4 PAM 3.7, CHRM4 agonist 0.8, CRFBP-R2 agonist -2.3 and CRFR2-BP antag 4.6.
CC(=O)Nc1cccc(-c2ccnc3c2CC(C)(C(=O)NCC2CC2)O3)c1 (stereo not drawn) was read as M4 antag -1.6, CHRM5 antagonist 3.2, M5 ag 1.1, M5 PAM 1.1, M1 PAM 9.3, M4 PAM 0.8 and CHRM4 agonist 0.2.
`Fc1ccc(-c2csc3[n+]2CCS3)cc1` gave M4 antag -0.1, CHRM5 antagonist -1.4, M5 ag -15.9, M5 PAM 2.8, M1 PAM 7.8, M4 PAM 3.8, CHRM4 agonist -0.1, CRFBP-R2 agonist -0.7 and CRFR2-BP antag 4.0.
For Cc1ccc(C(=O)OCC(=O)N2c3ccccc3NC(=O)C2(C)C)cc1S(=O)(=O)N1CCCCC1 the results were M4 antag 2.6, CHRM5 antagonist 11.3, M5 ag 5.5, M5 PAM -0.1, M1 PAM 5.4, M4 PAM 3.7, CHRM4 agonist 0.8, CRFBP-R2 agonist 0.0 and CRFR2-BP antag 10.7.
For O=C(C1=C[C@H](c2coc3ccccc3c2=O)C[C@H](OCCCCO)O1)N1CCN(Cc2ccc3c(c2)OCO3)CC1 the results were M4 antag -0.9, CHRM5 antagonist 5.0, M5 ag -1.7, M5 PAM 0.9, M1 PAM 1.6, M4 PAM -2.3, CHRM4 agonist 4.2, CRFBP-R2 agonist -3.8 and CRFR2-BP antag 2.9.
`COc1ccc2[nH]c3nc(SCC(=O)NC4CC4)nnc3c2c1` gave M4 antag 8.2, CHRM5 antagonist 1.1, M5 ag -5.3, M5 PAM 4.9, M1 PAM 0.4, M4 PAM -3.2, CHRM4 agonist 0.4, CRFBP-R2 agonist -3.0 and CRFR2-BP antag -17.0.
COc1ccc(C2CC(=O)c3c([nH]c(C(=O)OC(C)C)c3C)C2)cc1OC (stereo not drawn) was read as M4 antag 12.1, CHRM5 antagonist -0.1, M5 ag 4.6, M5 PAM 0.3, M1 PAM 5.0, M4 PAM -17.3, CHRM4 agonist 3.5, CRFBP-R2 agonist -0.2 and CRFR2-BP antag -26.2.
Screening COc1ccc(-n2c(C)c3c(C)nnc(C)c3c2C)cc1OC returned M4 antag -5.8, CHRM5 antagonist -7.3, M5 ag -0.6, M5 PAM -0.1, M1 PAM 14.0, M4 PAM 6.5, CHRM4 agonist 0.9, CRFBP-R2 agonist 1.5 and CRFR2-BP antag -6.2.
O=C(CSc1nncs1)NNC(=O)c1ccccc1Br was read as M4 antag -6.4, CHRM5 antagonist 15.8, M5 ag 1.2, M5 PAM 3.6, M1 PAM 5.3, M4 PAM 0.7, CHRM4 agonist 0.7, CRFBP-R2 agonist -0.9 and CRFR2-BP antag -2.1.
Screening CC(=O)N1c2ccc(S(=O)(=O)N3CCC(C(=O)Nc4cc(C)cc(C)c4)CC3)cc2CC1C (stereo not drawn) returned M4 antag -2.1, CHRM5 antagonist 5.2, M5 ag -4.3, M5 PAM 0.7, M1 PAM 8.6, M4 PAM 0.5, CHRM4 agonist 2.2, CRFBP-R2 agonist -0.3 and CRFR2-BP antag 16.2.
CCOC(=O)c1[nH]c(C)c(/C(O)=C2\C(=O)C(=O)N(CCN(C)C)C2c2ccc(C)o2)c1C (stereo not drawn) was read as M4 antag 17.2, CHRM5 antagonist 8.2, M5 ag -3.3, M5 PAM -9.2, M1 PAM -1.5, M4 PAM 14.5, CHRM4 agonist 0.7, CRFBP-R2 agonist -1.8 and CRFR2-BP antag 10.4.
C/C(=N\NS(=O)(=O)c1ccc([N+](=O)[O-])cc1)c1c[nH]c2ccccc12 was read as M4 antag -7.9, CHRM5 antagonist 1.1, M5 ag -3.0, M5 PAM -3.0, M1 PAM 5.8, M4 PAM 8.4, CHRM4 agonist 1.1, CRFBP-R2 agonist 0.5 and CRFR2-BP antag 9.9.
For O=C1CCC(C(=O)OCC(=O)c2c[nH]c3ccccc23)=NN1 the results were M4 antag -16.6, CHRM5 antagonist -10.3, M5 ag -3.5, M5 PAM 0.9, M1 PAM -7.5, M4 PAM 6.1, CHRM4 agonist 1.1, CRFBP-R2 agonist 9.3 and CRFR2-BP antag 9.9.
For CN(CC(=O)Nc1ccc(Cl)c(Cl)c1)C(=O)/C=C/c1ccc(F)cc1 the results were M4 antag 3.5, CHRM5 antagonist 3.8, M5 ag 0.3, M5 PAM 0.6, M1 PAM 5.9, M4 PAM 3.7, CHRM4 agonist 0.9, CRFBP-R2 agonist -1.2 and CRFR2-BP antag -14.1.
`CCCc1cnc(Nc2nc(C(N)Cc3ccc(OC)cc3)cs2)nc1` (stereo not drawn) gave M4 antag 2.1, CHRM5 antagonist 11.9, M5 ag 6.5, M5 PAM -0.4, M1 PAM 19.2, M4 PAM -5.5 and CHRM4 agonist 5.5.
`CN(C(=O)CSc1nc(-c2ccc(F)cc2)cs1)C1CCS(=O)(=O)C1` (stereo not drawn) gave M4 antag -0.1, CHRM5 antagonist 6.6, M5 ag -1.3, M5 PAM -0.3, M1 PAM 5.2, M4 PAM 7.0, CHRM4 agonist 4.2, CRFBP-R2 agonist -0.1 and CRFR2-BP antag -0.7.
Screening CCC(C)(C(=O)NC1CCCCC1)N(Cc1cccs1)C(=O)Cc1cccs1 (stereo not drawn) returned M4 antag -1.9, CHRM5 antagonist 2.8, M5 ag 0.3, M5 PAM -3.9, M1 PAM 4.5, M4 PAM 7.7, CHRM4 agonist -0.1, CRFBP-R2 agonist -1.4 and CRFR2-BP antag 4.4.
Screening CCCCN(CC)Cc1c(C)[nH]c2ccccc2c1=O returned M4 antag 1.9, CHRM5 antagonist -4.0, M5 ag -5.8, M5 PAM 15.4, M1 PAM 1.7, M4 PAM 8.7, CHRM4 agonist 0.5, CRFBP-R2 agonist -0.3 and CRFR2-BP antag 5.2.
For COCCn1c(SCC(=O)Nc2cccc(C(=O)OC)c2)nc2ccccc2c1=O the results were M4 antag 6.7, CHRM5 antagonist -6.7, M5 ag 2.4, M5 PAM 0.0, M1 PAM 8.2, M4 PAM 2.8, CHRM4 agonist -0.1, CRFBP-R2 agonist -3.8 and CRFR2-BP antag 70.8*.
Cc1ccc(C)c(/C(O)=C2/C(=O)C(=O)N(CCN3CCOCC3)C2c2ccc(C)o2)c1 (stereo not drawn) was read as M4 antag 0.4, CHRM5 antagonist 9.4, M5 ag -11.1, M5 PAM -1.3, M1 PAM 8.1, M4 PAM -7.8, CHRM4 agonist 0.4, CRFBP-R2 agonist 4.9 and CRFR2-BP antag -7.6.
Cc1ccc(-c2csc3ncnc(NS(=O)(=O)c4ccc(Cl)cc4)c23)cc1 was read as M4 antag 4.1, CHRM5 antagonist 11.9, M5 ag -0.7, M5 PAM 11.2, M1 PAM -2.8, M4 PAM -1.2, CHRM4 agonist 0.8, CRFBP-R2 agonist 2.4 and CRFR2-BP antag 7.9.
For CN(C)S(=O)(=O)n1cnc([C@H]2c3c(ncn3Cc3ccccc3)C[C@H]3COC(=O)[C@@H]32)c1 the results were M4 antag -10.0, CHRM5 antagonist 3.5, M5 ag -11.2, M5 PAM 2.8, M1 PAM 13.5, M4 PAM 18.3, CHRM4 agonist 1.7, CRFBP-R2 agonist -0.8 and CRFR2-BP antag 17.2.
